Compound activity (PubChem)
ARFGAP1 inh = inhibits rat ARF GTPase activating protein 1; Q62848; inhibition, % at 16.5 µM; actives 0.26% (n = 360,000); Arfgap1-stimulated ARF1 GTP hydrolysis, GDP FP detection;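 active means inhibition above a per-plate limit, mean inhibition of low control wells plus 3 SD, cut at about 25% in these data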;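 further: 0% = DMSO wells with enzyme and 100% = wells lacking Arfgap1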
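Replicates: Single well per compound | Assay system: Truncated rat Arfgap1 GAP domain | Control set: No-Arfgap1 wells (100%) versus DMSO full-reaction wells (0%) | Times: Enzyme reaction 120 min at 25 °C after 20 min preincubation | Reagent: Human ARF1(Δ1-17)-GTP substrate | Measured by: Tracer-displacement fluorescence polarization with EDTA stop, 620/688 nm | Measure: Percent inhibition of Arfgap1-stimulated GTP hydrolysis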
PLC-gamma1 inh = PLC-gamma1 (human) inhibition, primary screen; P19174; purified PLC-gamma1, fluorogenic substrate, fluorescence; actives 0.84% (n = 370,000); AID 720700; inhibition, % at 12.2 µM; in the data active means inhibition above about 9.5%
Tn6 DDE FP = inhibitors of Tn6 peptide binding to human fibrin DD(E); P02675; Fibrin DD(E) TRITC-Tn6 fluorescence polarization displacement; inhibition, % at 8.3 µM; actives 0.21% (n = 370,000);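 active means inhibition above a per-campaign cutoff: mean of compounds within control limits plus 3 SD, cut at about 15% in these data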;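 further: 0% = median of all compound wells on the plate and 100% = blocking peptide control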
sPLA2-III inh = Blocks human group III sPLA2 activity; Q9NZ20; QFRET BODIPY PC-A2 liposome hydrolysis, fluorescence; inhibition, % at 12.2 µM; actives 0.56% (n = 370,000);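 active means inhibition above mean plus 3 SD of compounds lying within the high and low control bounds, cut at about 19% in these data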;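 further: 0% = median of test compound wells and 100% = no enzyme DMSO wells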
NR1D1 modulator = Rev-erb alpha (human) modulation | Rev-erbα–FITC-DNA binding, fluorescence polarization, 90 min | activity, % at 10 µM | actives 0.79% (n = 370,000) | AID 1259318;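 active means activity above about 14%, limit read from the data; passing the limit was not always enough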;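 further: 0% = DMSO wells with 35 nM protein and 100% = DMSO wells with 750 nM protein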
ASAP1 inh = blocks human ASAP1-stimulated Arf1 GTP hydrolysis; Q9ULH1; GDP FP detection; inhibition, % at 16.5 µM; actives 0.19% (n = 360,000); in the data active means inhibition above about 25%;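 further: 0% = vehicle with enzyme and substrate and 100% = no enzyme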
proKLK7 act = activates the human kallikrein-7 zymogen; purified proKLK7, EDANS-DABCYL substrate fluorescence; 100% is mature enzyme control, 0% vehicle; activation, % at 7 µM; actives 0.9% (n = 370,000);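 active means activation above the mean of all tested compounds plus 3 SD, computed per campaign excluding outliers beyond control limits, cut at about 13% in these data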
UHRF1 binding = UHRF1 methyl-DNA binding inhibition. inhibition, % at 4.4 µM. actives 0.75% (n = 370,000). UHRF1 binding to methylated oligo, TR-FRET; in the data active means inhibition above about 21%;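 further: UHRF1 SRA domain binding a hemimethylated CpG hairpin DNA probe; 0% = median of test compound wells and 100% = reference inhibitor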
DDE Tn7 FP inh = DD(E)-Tn7 binding inhibition, primary FP screen; P02675; FP displacement of FITC-Tn7 peptide from fibrin DD(E); 0% = median of compound wells per plate; inhibition, % at 8.3 µM; actives 0.13% (n = 370,000);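 active means inhibition above the mean of compounds falling within the control limits plus 3 SD of them, cut at about 14% in these data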;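 further: 0% = plate median of compound wells and 100% = 10 µM Aha-Tn7 peptide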
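Also added: labelled Tn7 tracer, 0.1 µM; Assay system: human fibrin DD(E) protein; Amount: 2 µM fibrin DD(E); Schedule: 10 min compound pre-incubation, 3 h probe incubation at room temperature; Repeats: one replicate per compound; Read-out basis: percent inhibition; Measured by: fluorescence polarization of the labelled Tn7 tracer.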
PLCb3 inh = PLC-beta3 (human) inhibition, primary screen. AID 720704. inhibition, % at 12.2 µM. actives 0.18% (n = 370,000). Purified PLC-beta3, fluorogenic substrate, fluorescence; in the data active means inhibition above about 11%;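 further: 0% = median of compound wells on plate and 100% = full blocker control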
Target sequence (Q01970 whole entry, looked up): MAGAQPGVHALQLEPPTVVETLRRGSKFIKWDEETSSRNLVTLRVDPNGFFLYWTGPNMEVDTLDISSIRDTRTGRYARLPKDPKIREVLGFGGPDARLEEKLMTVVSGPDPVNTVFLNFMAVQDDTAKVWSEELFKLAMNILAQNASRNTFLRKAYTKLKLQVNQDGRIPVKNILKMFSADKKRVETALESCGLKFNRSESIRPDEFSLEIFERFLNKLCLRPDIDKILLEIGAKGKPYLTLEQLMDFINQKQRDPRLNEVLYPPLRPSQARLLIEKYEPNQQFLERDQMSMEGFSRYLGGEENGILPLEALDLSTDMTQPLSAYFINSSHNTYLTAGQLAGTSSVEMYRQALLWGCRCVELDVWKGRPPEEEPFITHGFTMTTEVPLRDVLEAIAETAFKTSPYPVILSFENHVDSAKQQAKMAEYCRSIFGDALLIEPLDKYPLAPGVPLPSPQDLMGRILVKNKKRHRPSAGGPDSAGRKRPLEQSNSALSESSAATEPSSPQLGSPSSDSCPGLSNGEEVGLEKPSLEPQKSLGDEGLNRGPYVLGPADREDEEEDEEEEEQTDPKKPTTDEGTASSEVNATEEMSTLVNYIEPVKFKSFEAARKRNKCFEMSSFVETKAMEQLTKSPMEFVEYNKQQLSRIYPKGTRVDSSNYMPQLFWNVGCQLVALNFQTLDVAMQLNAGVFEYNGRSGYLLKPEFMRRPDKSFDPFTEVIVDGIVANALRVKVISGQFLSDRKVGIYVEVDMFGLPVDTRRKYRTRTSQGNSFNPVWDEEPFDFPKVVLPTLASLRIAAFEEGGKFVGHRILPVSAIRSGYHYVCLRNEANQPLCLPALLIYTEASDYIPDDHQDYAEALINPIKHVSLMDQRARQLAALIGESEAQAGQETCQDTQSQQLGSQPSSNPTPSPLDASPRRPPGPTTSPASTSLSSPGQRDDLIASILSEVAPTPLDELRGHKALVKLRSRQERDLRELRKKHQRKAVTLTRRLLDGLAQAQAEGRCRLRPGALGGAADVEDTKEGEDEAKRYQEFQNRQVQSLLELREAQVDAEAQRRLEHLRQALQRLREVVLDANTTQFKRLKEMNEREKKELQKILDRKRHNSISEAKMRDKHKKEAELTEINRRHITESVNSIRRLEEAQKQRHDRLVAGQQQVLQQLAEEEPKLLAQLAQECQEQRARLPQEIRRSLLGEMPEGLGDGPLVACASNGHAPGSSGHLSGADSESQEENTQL
* = called active by the depositor; / = no result given.

SMILES	ARFGAP1 inh	PLC-gamma1 inh	Tn6 DDE FP	sPLA2-III inh	NR1D1 modulator	ASAP1 inh	proKLK7 act	UHRF1 binding	DDE Tn7 FP inh	PLCb3 inh
Cc1onc(-c2c(F)cccc2Cl)c1C(=O)OCc1cnc(Cl)s1	0	0	-8	1	8	5	-0.2	4	1	-6
Cc1cc(NC(=O)COC(=O)c2ccc(S(=O)(=O)N3CCCC3)cc2)no1	10	1	0	7	3	11	0.1	0	1	0
O=S(=O)(Nc1ccc(NS(=O)(=O)c2ccccc2)cc1)c1ccccc1	11	4	1	-22	-8	-1	0.6	0	1	0
CC(C)Cn1c2c(c(=O)[nH]c1=O)C(C(F)(F)F)(C(F)(F)F)N=C(CCC1CCCCC1)N2	3	-1	-5	2	2	0	0.0	1	3	4
C=CCNC(=S)NNC(=O)c1ccc(=O)n(Cc2ccccc2)c1	3	0	6	12	-7	-5	0.0	0	-1	-3
Cc1cccc(C(=O)NCC(=O)OCC(=O)N2CCc3ccccc32)c1	12	1	5	1	-2	14	0.5	3	5	3
Cc1nn(-c2ccccc2)c2[nH]c(=O)c(CNc3ccc(N4CCOCC4)cc3)cc12	-3	-211	3	-7	8	1	1.1	-5	-1	-253
CCOC(=O)C1=C(C(=O)OCC)C2N(Cc3ccccc3)c3ccccc3[C@@]23C[C@@H](C(=O)OC)N(S(=O)(=O)c2ccc(C(F)(F)F)cc2)C3=N1 (some centres not stated)	15	0	3	-3	-2	7	0.1	3	-2	-4
Cc1ccc(CN(c2ccc(C(=O)N3CCc4ccccc4C3)cc2)S(C)(=O)=O)cc1	12	0	1	-35	-2	6	0.0	2	6	1
CN1c2ccc([N+](=O)[O-])cc2N(C)C1(C)c1ccccc1 (configuration not stated)	1	4	-2	25*	-3	-7	-0.6	-2	-9	-4
Cn1cc(C(=O)c2ccccc2)cc1-c1nc2ccccc2n1C	-9	-20	-5	-4	4	8	0.9	19	-7	-22
O=C(Cc1ccc2c(c1)OCCO2)Nc1cccc(S(=O)(=O)N2CCOCC2)c1	4	4	6	-1	-5	14	0.3	2	-3	3
C=CCn1c(SCC#N)nc2sc(CC)cc2c1=O	-12	0	-5	-3	4	-8	0.1	28*	-3	-2
O=C(NNC(=O)C(O)c1ccccc1)NC1CCCCC1 (configuration not stated)	-7	-2	5	-7	0	-1	0.5	-1	-2	-3
COCCNc1nc(NCc2ccccc2)c2cnn(C)c2n1	13	0	2	4	3	-5	-0.5	3	1	-9
COc1ccc(NC(=O)/C(C#N)=C/c2ccc(-c3ccc(Cl)c(C(=O)O)c3)o2)cc1	-8	-1	-2	0	2	-4	0.5	2	6	-4
COCCNC(=O)C(c1ccccc1)N(Cc1cccs1)C(=O)Cn1nnc2ccccc21 (configuration not stated)	-3	-1	8	-1	-1	0	-0.2	2	-4	3
O=C(N/N=C/c1ccc(OC(=O)c2cccs2)cc1)c1ccc(F)cc1	24	10*	-5	4	3	20	0.8	9	1	11*
Cc1noc(C)c1CSc1nnnn1-c1ccc(Cl)cc1	-3	-1	-9	-2	1	-3	-0.3	8	7	-2
Cc1oc(-c2ccccc2)cc1C(=O)NC1CCN(Cc2ccccc2)CC1	12	5	-6	-12	-6	-1	0.6	2	7	-6
Cc1ccc(NC(=O)CCC(=O)NCCO)cc1	0	1	1	-1	-2	-1	-0.7	4	5	2
Cc1ccc(OCCNC(=O)CCNS(=O)(=O)c2ccc(C)cc2)cc1	-1	-4	5	1	-6	2	-0.2	3	4	-6
O=C(Cc1cccc(NC(=O)C2CCCN(C(=O)C3CCC3)C2)c1)Nc1cccc(C(=O)N2CCCC2)c1 (configuration not stated)	14	0	-3	0	7	17	0.9	3	-1	7
COc1ccc(N(CC(=O)Nc2nc3ccc(C)cc3s2)S(=O)(=O)c2c(C)nn(C)c2C)cc1	2	-2	-12	-19	3	14	-0.3	-1	8	1
CC(C(=O)N1CCCCC1)N1CCN(S(=O)(=O)c2ccc(Cl)cc2)CC1 (configuration not stated)	8	-1	6	-1	2	2	-0.1	1	4	-3
CC(C)C1(CCNC(=O)c2cccs2)CCOC(C)(C)C1 (configuration not stated)	11	1	-1	0	0	5	-0.3	1	0	-5
Cc1cccn2c(=O)cc(COC(=O)C(C)Oc3ccccc3)nc12 (configuration not stated)	-16	-30	10	2	-6	-1	-0.2	1	2	-43
COCCCNc1nc2c(-c3cccc(C(F)(F)F)c3)nnn2c2ccccc12	0	-58	-6	9	16	0	-0.3	1	-4	-77
Cn1c(=O)c2c(n(Cc3ccccc3)c1=O)NC(=O)C2CC(=O)O (configuration not stated)	-2	-3	0	-1	-3	-2	0.2	0	9	-9
CCOc1ccc2ccc(OCC)c(/C=N/n3cnnc3)c2c1	10	-32	4	5	3	-8	3.2	1	2	-50
CC(=NO)c1cc(Br)c2cccc3c2c1CC3	-1	0	-2	10	6	4	-0.5	1	5	-4
COCCNC(=O)CSc1ccc(C)cc1	0	0	2	-1	-7	11	0.4	-1	2	2
COc1ccc(OC)c(-c2csc(NC(=O)Cc3cc(OC)c(OC)c(OC)c3)n2)c1	4	-1	-8	-28	7	-4	-0.7	0	3	-1
COC(=O)c1ccn(Cc2ccccc2Cl)n1	-6	1	1	-6	-2	-5	-0.1	3	0	-4
CCN(CC)CCCNC1CCS(=O)(=O)C1 (configuration not stated)	3	1	1	1	6	13	0.4	3	-6	3
COC(=O)[C@@]12CCCCC3=C1N(CCC3)C(=O)[C@H]2CC(=O)NCc1ccc(OC)c(OC)c1	/	3	-3	10	5	/	0.2	0	-2	3
COc1ccc(Nc2nnc(-c3ccc(C(N)=O)cc3)c3ccccc23)cc1	-6	-13	-5	-6	-4	-4	0.3	-1	-1	-24
COc1ccc(N2C(=O)CSC2c2cccc(F)c2)cc1 (configuration not stated)	4	0	6	-3	4	8	0.7	13	4	-4
COc1ccc(Cn2c(C)nc3c(c(=O)c4ccccc4n3C)c2=O)cc1	-1	2	6	-4	4	-6	-0.1	1	-4	-6
COc1nc(C#N)nc(N(C)C)n1	-11	-1	-3	-1	-1	-9	-0.1	0	0	5
CC(=O)c1ccc(S(=O)(=O)NCc2ccc(C(=O)NCC(c3ccccc3)N(C)C)cc2)cc1 (configuration not stated)	-4	2	6	-21	5	-8	0.4	-2	-11	-13
Cc1cc(NC(=O)C(C)SCC(=O)OC(C)C(=O)Nc2cccc(C#N)c2)no1 (configuration not stated)	-5	0	2	5	-3	1	-0.5	-1	3	-6
CC(C)CSc1nc2ccccc2n1CC(N)=O	-4	1	6	12	1	-5	-0.2	0	4	2
COCCCNC(=O)c1ccccc1N(Cc1ccccc1)S(=O)(=O)c1ccc(OC)cc1	4	-1	-3	-6	-7	-3	0.0	0	-2	-2
CN1CCc2c(C#N)c(N3CCOCC3)nc(NCC3CCCO3)c2C1 (configuration not stated)	-6	-197	1	0	-1	-2	5.0	-2	-1	-318
CCCS(=O)(=O)NC(=O)C1(C)CCN(C(=O)c2ccccc2F)C1 (configuration not stated)	1	1	-4	2	-4	-4	0.0	-1	5	4
O=C(NCc1cccnc1)C1CC2c3ccccc3C1c1ccccc12 (configuration not stated)	0	1	-5	4	-1	14	0.4	-4	-6	4
CC1CCN(CCCOc2ccc(Br)cc2Cl)CC1	3	1	6	-2	2	-1	-1.1	2	-6	-3
O=C(c1cccc(Cl)c1)N(Cc1ccco1)C1CCS(=O)(=O)C1 (configuration not stated)	18	2	9	0	-3	13	-0.7	-3	1	2
Cc1c(NC(=O)OC(C)C)sc(=S)n1C	-2	-1	6	1	-5	1	-0.2	-2	-2	2

Part of the list above in a different format.
Structure: COCCCNC(=O)c1ccccc1N(Cc1ccccc1)S(=O)(=O)c1ccc(OC)cc1
  ARFGAP1 inh: 4
  PLC-gamma1 inh: -1
  Tn6 DDE FP: -3
  sPLA2-III inh: -6
  NR1D1 modulator: -7
  ASAP1 inh: -3
  proKLK7 act: 0.0
  UHRF1 binding: 0
  DDE Tn7 FP inh: -2
  PLCb3 inh: -2

Structure: O=C(NCc1cccnc1)C1CC2c3ccccc3C1c1ccccc12 (configuration not stated)
  ARFGAP1 inh: 0
  PLC-gamma1 inh: 1
  Tn6 DDE FP: -5
  sPLA2-III inh: 4
  NR1D1 modulator: -1
  ASAP1 inh: 14
  proKLK7 act: 0.4
  UHRF1 binding: -4
  DDE Tn7 FP inh: -6
  PLCb3 inh: 4

Structure: Cc1cc(NC(=O)C(C)SCC(=O)OC(C)C(=O)Nc2cccc(C#N)c2)no1 (configuration not stated)
  ARFGAP1 inh: -5
  PLC-gamma1 inh: 0
  Tn6 DDE FP: 2
  sPLA2-III inh: 5
  NR1D1 modulator: -3
  ASAP1 inh: 1
  proKLK7 act: -0.5
  UHRF1 binding: -1
  DDE Tn7 FP inh: 3
  PLCb3 inh: -6

Structure: CN1CCc2c(C#N)c(N3CCOCC3)nc(NCC3CCCO3)c2C1 (configuration not stated)
  ARFGAP1 inh: -6
  PLC-gamma1 inh: -197
  Tn6 DDE FP: 1
  sPLA2-III inh: 0
  NR1D1 modulator: -1
  ASAP1 inh: -2
  proKLK7 act: 5.0
  UHRF1 binding: -2
  DDE Tn7 FP inh: -1
  PLCb3 inh: -318

Further entries follow:
SMILES	ARFGAP1 inh	PLC-gamma1 inh	Tn6 DDE FP	sPLA2-III inh	NR1D1 modulator	ASAP1 inh	proKLK7 act	UHRF1 binding	DDE Tn7 FP inh	PLCb3 inh
CS(=O)(=O)c1nc(-c2ccccc2)c(-c2ccccc2)[nH]1	-4	0	4	0	-2	6	0.1	-1	-4	-1
COc1ccc(NC2c3ccccc3C(=O)N2c2cccnc2)cc1Cl (configuration not stated)	8	6	-2	2	5	2	0.8	1	6	-2
CCCCN(C(=O)c1cc(-c2ccco2)nc2ccccc12)c1c(N)n(CCC)c(=O)[nH]c1=O	-3	-33	3	-2	-26	-7	7.3	10	-1	-47
CCN(CC)S(=O)(=O)c1ccc(C)c(NC(=S)N2CCN(Cc3ccc4c(c3)OCO4)CC2)c1	-3	3	1	5	-1	13	0.7	-2	2	2
CCOc1ccc(Br)cc1S(=O)(=O)Nc1cccc(S(=O)(=O)NC2=NCCC2)c1	11	-1	3	-3	3	-3	0.5	3	6	-11
Cc1ccc(NS(=O)(=O)c2ccc(N/N=C/c3ccccc3OCC(=O)O)c([N+](=O)[O-])c2)c(C)c1	-3	11*	-17	-50	9	3	0.5	3	2	-4
CC(C)C[C@H](NC(=O)OC(C)(C)C)C(=O)N1CCC(C(=O)N[C@@H](Cc2c[nH]c3ccccc23)C(=O)O)CC1	7	-1	0	-73	0	-4	0.4	2	0	4
C1=CCC(CN2CCNCC2)CC1 (configuration not stated)	3	0	2	-1	-1	6	-0.2	2	-9	4
CCN=C(Nc1ccc2c(c1)OCO2)SC1CC(=O)N(c2ccc(OC)cc2)C1=O (configuration not stated)	5	-1	5	-3	-6	1	0.6	0	2	1
CCn1c(=O)cc(OCC(=O)NCc2ccc(C)o2)c2ccccc21	1	-4	3	0	4	-17	0.4	-3	-7	-5
CCOc1ccc(NC(=O)NN2C(C)CCCC2C)cc1 (configuration not stated)	0	5	-2	1	2	2	0.6	-4	-3	-4
